PLCg1 inh: blocks human PLC-gamma1 enzyme activity; inhibition, % at 12.2 µM; 0.84% of 370,000 active; P19174; purified PLC-gamma1, fluorogenic substrate, fluorescence; AID 720700; in the data active = inhibition above about 9.5%
TDP2 absorb: TDP2 (human) inhibition, absorbance primary screen | O95551 | recombinant TDP2, T5PNP hydrolysis, p-nitrophenol absorbance 415 nm | 0.34% of 370,000 active | inhibition, % at 12.8 µM;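 active = inhibition above the mean of all tested compounds plus 3 SD, set per campaign, cut at about 25% in these data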;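 note: 0% = DMSO with enzyme and 100% = buffer with substrate but no TDP2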
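System: recombinant human TDP2 / Amount: 120 nM TDP2 per well / Also added: 5 mM T5PNP chromogenic substrate / Doses: 12.8 µM single point, 1% DMSO / Incubation: 2 h at 37 °C / Detection: p-Nitrophenol epi absorbance / Evaluation: % inhibition relative to enzyme-containing and enzyme-free wells / Repeats: singlicate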
ADAM17 inh: inhibits human ADAM17 | P78536 | recombinant ADAM17, EDANS/DABCYL FRET peptide cleavage | inhibition, % at 6.95 µM | 0.83% of 370,000 active | AID 720648;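 active = inhibition above the mean of compounds lying between control limits plus 3 SD, set per campaign, cut at about 8.5% in these data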;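 note: 0% = DMSO-only wells as the low control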
ADAM10 inh: inhibits human ADAM10; 0.62% of 370,000 active; AID 720582; inhibition, % at 7 µM; recombinant ADAM10, EDANS/DABCYL FRET peptide cleavage, 3 h;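 active = inhibition above a per-campaign cutoff equal to the mean of compounds falling between control-based bounds plus 3 SD, cut at about 20% in these data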;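 note: 0% = DMSO wells while the 100% control is not disclosed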
Target sequence (O14672 214-748 limits assumed): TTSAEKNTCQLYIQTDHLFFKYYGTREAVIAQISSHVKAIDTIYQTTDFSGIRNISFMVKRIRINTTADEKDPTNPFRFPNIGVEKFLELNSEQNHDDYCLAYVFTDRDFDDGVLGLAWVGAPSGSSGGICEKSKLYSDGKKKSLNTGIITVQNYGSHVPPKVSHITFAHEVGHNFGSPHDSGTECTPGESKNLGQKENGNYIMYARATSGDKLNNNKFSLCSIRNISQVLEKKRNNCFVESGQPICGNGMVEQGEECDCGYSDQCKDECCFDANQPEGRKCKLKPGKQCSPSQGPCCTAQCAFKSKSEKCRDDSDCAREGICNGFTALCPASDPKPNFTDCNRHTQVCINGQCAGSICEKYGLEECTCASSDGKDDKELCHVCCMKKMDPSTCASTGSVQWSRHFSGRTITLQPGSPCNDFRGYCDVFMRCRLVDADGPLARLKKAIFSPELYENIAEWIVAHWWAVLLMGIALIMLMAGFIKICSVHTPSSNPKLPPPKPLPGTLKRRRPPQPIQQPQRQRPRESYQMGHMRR
ASAP1 inh: ASAP1 ArfGAP inhibition; AID 624377; ASAP1-stimulated ARF1 GTP hydrolysis, GDP FP detection; inhibition, % at 16.5 µM; Q9ULH1; 0.19% of 360,000 active; in the data active = inhibition above about 25%;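 note: 0% = vehicle with enzyme and substrate and 100% = no enzyme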
LEDGF integ inh: blocks HIV-1 LEDGF/p75-dependent DNA integration | TR-FRET IN-LEDGF/p75 DNA integration, Eu/Cy5 | inhibition, % at 3.7 µM | 0.64% of 370,000 active;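 active = inhibition above the screen-wide mean plus 3 SD, cut at about 13% in these data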;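 note: signal is the Cy5 over europium emission ratio at 671 and 618 nm; 0% = plate median of compound wells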
Tn7 DDE FP: inhibitors of Tn7 peptide binding to human fibrin DD(E); P02675; FP displacement of FITC-Tn7 peptide from fibrin DD(E); 0% = median of compound wells per plate; inhibition, % at 8.3 µM; 0.13% of 370,000 active;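 active = inhibition above the mean of compounds falling within the control limits plus 3 SD of them, cut at about 14% in these data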;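 note: 0% = plate median of compound wells and 100% = 10 µM Aha-Tn7 peptide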
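Measure: % inhibition scaled between sample-field median and high-control FP; Test system: human fibrin DD(E); Quantity: 2 µM final DD(E) protein; Doses: one dose, 8.3 µM nominal; Schedule: compound with protein 10 min, then 3 h after probe, room temperature; Detection: fluorescence polarization; Medium: Tris buffer with calcium and detergent, pH 7.8.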
DDE Tn6 FP inh: inhibitors of Tn6 peptide binding to human fibrin DD(E) | P02675 | Fibrin DD(E) TRITC-Tn6 fluorescence polarization displacement | inhibition, % at 8.3 µM | 0.21% of 370,000 active | AID 720509;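 active = inhibition above a per-campaign cutoff: mean of compounds within control limits plus 3 SD, cut at about 15% in these data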;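 note: 0% = median of all compound wells on the plate and 100% = blocking peptide control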
KLK7 zymogen act: activators of human kallikrein-7 zymogen; P49862; purified proKLK7, EDANS-DABCYL substrate fluorescence; 100% is mature enzyme control, 0% vehicle; activation, % at 7 µM; 0.9% of 370,000 active; AID 652039;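 active = activation above the mean of all tested compounds plus 3 SD, computed per campaign excluding outliers beyond control limits, cut at about 13% in these data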
Target sequence (P49862 whole entry, looked up): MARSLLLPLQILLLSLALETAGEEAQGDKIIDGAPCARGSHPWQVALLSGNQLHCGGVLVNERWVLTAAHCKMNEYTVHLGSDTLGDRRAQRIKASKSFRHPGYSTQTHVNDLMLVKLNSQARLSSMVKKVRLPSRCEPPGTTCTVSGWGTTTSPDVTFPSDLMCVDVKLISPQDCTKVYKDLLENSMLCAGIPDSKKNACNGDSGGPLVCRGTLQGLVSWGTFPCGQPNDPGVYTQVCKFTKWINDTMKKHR
ARFGAP1 inh: rat ARFGAP1 inhibition. 0.26% of 360,000 active. inhibition, % at 16.5 µM. Arfgap1-stimulated ARF1 GTP hydrolysis, GDP FP detection. Q62848;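 active = inhibition above a per-plate limit, mean inhibition of low control wells plus 3 SD, cut at about 25% in these data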;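 note: 0% = DMSO wells with enzyme and 100% = wells lacking Arfgap1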
Target sequence (Q62848 1-136 limits assumed): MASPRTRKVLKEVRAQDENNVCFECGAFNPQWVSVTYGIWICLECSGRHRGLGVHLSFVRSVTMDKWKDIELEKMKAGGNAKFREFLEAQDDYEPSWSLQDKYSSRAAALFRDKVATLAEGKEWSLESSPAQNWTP
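Replicates: Single well per compound | Assay system: Truncated rat Arfgap1 GAP domain | Control set: No-Arfgap1 wells (100%) versus DMSO full-reaction wells (0%) | Times: Enzyme reaction 120 min at 25 °C after 20 min preincubation | Reagent: Human ARF1(Δ1-17)-GTP substrate | Measured by: Tracer-displacement fluorescence polarization with EDTA stop, 620/688 nm | Measure: Percent inhibition of Arfgap1-stimulated GTP hydrolysis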
* = called active by the depositor.

How did O=c1c(-c2ccnn2-c2ccc(F)cc2)cnc2n1CCS2 do in these assays?
PLCg1 inh: -1; TDP2 absorb: 5; ADAM17 inh: -2; ADAM10 inh: 0; ASAP1 inh: 0; LEDGF integ inh: -1; Tn7 DDE FP: -9; DDE Tn6 FP inh: 5; KLK7 zymogen act: -0.9; ARFGAP1 inh: 12

Results for CC1(C)OC(=O)C(=CNCC(O)c2ccccc2)C(=O)O1 (stereo unspecified) ?
PLCg1 inh: -218; TDP2 absorb: 6; ADAM17 inh: -4; ADAM10 inh: 4; ASAP1 inh: -4; LEDGF integ inh: -1; Tn7 DDE FP: -5; DDE Tn6 FP inh: -11; KLK7 zymogen act: 0.4; ARFGAP1 inh: 10

Results for CC(=NCc1ccccc1)C1=C(O)COC1=O ?
PLCg1 inh: -2; TDP2 absorb: -3; ADAM17 inh: -6; ADAM10 inh: -8; ASAP1 inh: 1; LEDGF integ inh: 1; Tn7 DDE FP: -3; DDE Tn6 FP inh: -3; KLK7 zymogen act: 0.8; ARFGAP1 inh: 9

Results for CCC(=O)Nc1nc(C)c(C(=O)Nc2cccc(Cl)c2)s1 ?
PLCg1 inh: 4; TDP2 absorb: -11; ADAM17 inh: 4; ADAM10 inh: 13; ASAP1 inh: -7; LEDGF integ inh: -2; Tn7 DDE FP: 1; DDE Tn6 FP inh: 6; KLK7 zymogen act: -0.3; ARFGAP1 inh: 1

Results for CC(Sc1ncccn1)C(=O)Nc1ccc2c(c1)OCCO2 (stereo unspecified) ?
PLCg1 inh: 5; TDP2 absorb: 5; ADAM17 inh: -5; ADAM10 inh: -1; ASAP1 inh: -10; LEDGF integ inh: 1; Tn7 DDE FP: 4; DDE Tn6 FP inh: 10; KLK7 zymogen act: -0.1; ARFGAP1 inh: -12

How did COc1cc(/C=C2\SC(=S)N(CC(=O)Nc3ccccn3)C2=O)cc(OC)c1OC do in these assays?
PLCg1 inh: -11; TDP2 absorb: 0; ADAM17 inh: 3; ADAM10 inh: 10; ASAP1 inh: 5; LEDGF integ inh: -4; Tn7 DDE FP: 0; DDE Tn6 FP inh: -6; KLK7 zymogen act: -1.1; ARFGAP1 inh: 9

What do the screens show for `Cc1cc(C)c2cc3c(ccn3C3OC[C@H](O)[C@H](O)[C@H]3O)cc2n1` (stereo partly specified)?
PLCg1 inh: inactive; TDP2 absorb: -4; ADAM17 inh: -11; ADAM10 inh: -43; ASAP1 inh: -10; LEDGF integ inh: -3; Tn7 DDE FP: 3; DDE Tn6 FP inh: -3; KLK7 zymogen act: 23*; ARFGAP1 inh: -3

How did CN(c1ccccc1)S(=O)(=O)c1ccc(C(=O)Nc2nnc(C3=COCCO3)o2)cc1 do in these assays?
PLCg1 inh: 2; TDP2 absorb: 6; ADAM17 inh: 1; ADAM10 inh: 6; ASAP1 inh: -3; LEDGF integ inh: 2; Tn7 DDE FP: -8; DDE Tn6 FP inh: -5; KLK7 zymogen act: -0.1; ARFGAP1 inh: -3

How did CCCn1c(SC(C)C(=O)N2CCOCC2)nc2ccc(Br)cc2c1=O (stereo unspecified) do in these assays?
PLCg1 inh: -2; TDP2 absorb: 0; ADAM17 inh: 1; ADAM10 inh: 1; ASAP1 inh: 3; LEDGF integ inh: 6; Tn7 DDE FP: 4; DDE Tn6 FP inh: 0; KLK7 zymogen act: 0.3; ARFGAP1 inh: 19

What do the screens show for `CC(C)NC(=S)Nc1cccc2cnccc12`?
PLCg1 inh: -5; TDP2 absorb: 3; ADAM17 inh: -4; ADAM10 inh: -7; ASAP1 inh: -5; LEDGF integ inh: -4; Tn7 DDE FP: -2; DDE Tn6 FP inh: 1; KLK7 zymogen act: 0.6; ARFGAP1 inh: 3

What do the screens show for `COc1ccc(N/C(C)=C/C(=S)Nc2ccccc2)cc1`?
PLCg1 inh: -3; TDP2 absorb: -4; ADAM17 inh: -1; ADAM10 inh: -4; ASAP1 inh: 8; LEDGF integ inh: -5; Tn7 DDE FP: 3; DDE Tn6 FP inh: 3; KLK7 zymogen act: 0.2; ARFGAP1 inh: -2

What do the screens show for `O=C(O)C(c1ccccc1)N1C(=O)c2ccccc2C1=O` (stereo unspecified)?
PLCg1 inh: -4; TDP2 absorb: 13; ADAM17 inh: -3; ADAM10 inh: 1; ASAP1 inh: 10; LEDGF integ inh: -2; Tn7 DDE FP: -5; DDE Tn6 FP inh: -6; KLK7 zymogen act: 0.2; ARFGAP1 inh: -3

Results for O=C(COC(=O)Cc1ccc(S(=O)(=O)N2CCOCC2)s1)Nc1ccccc1 ?
PLCg1 inh: -9; TDP2 absorb: -11; ADAM17 inh: -1; ADAM10 inh: 0; ASAP1 inh: -4; LEDGF integ inh: 4; Tn7 DDE FP: -9; DDE Tn6 FP inh: -4; KLK7 zymogen act: 0.3; ARFGAP1 inh: -9

How did O=C(CN(Cc1ccccc1Cl)S(=O)(=O)c1ccc(Cl)cc1)N/N=C/c1ccc(C(=O)O)cc1 do in these assays?
PLCg1 inh: -1; TDP2 absorb: 6; ADAM17 inh: 3; ADAM10 inh: -5; ASAP1 inh: 7; LEDGF integ inh: -1; Tn7 DDE FP: -1; DDE Tn6 FP inh: -6; KLK7 zymogen act: 0.5; ARFGAP1 inh: -4

What do the screens show for `COc1ccc(-n2cc(-c3ccc(Br)cc3)[nH]c2=S)cc1`?
PLCg1 inh: 2; TDP2 absorb: -5; ADAM17 inh: -2; ADAM10 inh: 7; ASAP1 inh: 1; LEDGF integ inh: 0; Tn7 DDE FP: 5; DDE Tn6 FP inh: 6; KLK7 zymogen act: 0.2; ARFGAP1 inh: -5

As a working copy, part of the list above:
How did O=C(CN(Cc1ccccc1Cl)S(=O)(=O)c1ccc(Cl)cc1)N/N=C/c1ccc(C(=O)O)cc1 do in these assays?
PLCg1 inh: -1; TDP2 absorb: 6; ADAM17 inh: 3; ADAM10 inh: -5; ASAP1 inh: 7; LEDGF integ inh: -1; Tn7 DDE FP: -1; DDE Tn6 FP inh: -6; KLK7 zymogen act: 0.5; ARFGAP1 inh: -4

What do the screens show for `COc1ccc(-n2cc(-c3ccc(Br)cc3)[nH]c2=S)cc1`?
PLCg1 inh: 2; TDP2 absorb: -5; ADAM17 inh: -2; ADAM10 inh: 7; ASAP1 inh: 1; LEDGF integ inh: 0; Tn7 DDE FP: 5; DDE Tn6 FP inh: 6; KLK7 zymogen act: 0.2; ARFGAP1 inh: -5

Later entries.
How did Cc1cc(C)n2nc(SCCC(=O)NCCc3ccccc3)nc2n1 do in these assays?
PLCg1 inh: 3; TDP2 absorb: 8; ADAM17 inh: -5; ADAM10 inh: 0; ASAP1 inh: 12; LEDGF integ inh: 0; Tn7 DDE FP: -9; DDE Tn6 FP inh: -8; KLK7 zymogen act: -0.2; ARFGAP1 inh: 2

What do the screens show for `CCOCc1nnc(NC(=O)C2CCN(C(=O)C3CC(=O)N(c4ccc(C)cc4)C3)CC2)s1` (stereo unspecified)?
PLCg1 inh: 1; TDP2 absorb: 3; ADAM17 inh: -2; ADAM10 inh: 0; ASAP1 inh: -5; LEDGF integ inh: 5; Tn7 DDE FP: 3; DDE Tn6 FP inh: 7; KLK7 zymogen act: -0.1; ARFGAP1 inh: 24

Results for COc1cccc(-c2nc(CS(=O)(=O)CC(=O)Nc3ccc(F)cc3F)c(C)o2)c1 ?
PLCg1 inh: -1; TDP2 absorb: -3; ADAM17 inh: -1; ADAM10 inh: 8; ASAP1 inh: -4; LEDGF integ inh: -7; Tn7 DDE FP: 1; DDE Tn6 FP inh: 2; KLK7 zymogen act: 0.0; ARFGAP1 inh: 2

How did Cc1ccc(-n2c(=O)c3sccc3n(CC(=O)NCc3ccco3)c2=O)cc1 do in these assays?
PLCg1 inh: 0; TDP2 absorb: 3; ADAM17 inh: -3; ADAM10 inh: -1; ASAP1 inh: -1; LEDGF integ inh: 0; Tn7 DDE FP: -11; DDE Tn6 FP inh: -4; KLK7 zymogen act: -0.1; ARFGAP1 inh: -5

Results for COc1ccc(NC2CCCN(C(=O)CN3CCOC3=O)C2)cc1OC (stereo unspecified) ?
PLCg1 inh: -6; TDP2 absorb: 13; ADAM17 inh: -6; ADAM10 inh: 3; ASAP1 inh: -7; LEDGF integ inh: 2; Tn7 DDE FP: 2; DDE Tn6 FP inh: -6; KLK7 zymogen act: -0.2; ARFGAP1 inh: 13

How did OCCCCNCc1ccc(OCc2ccccc2)cc1 do in these assays?
PLCg1 inh: -3; TDP2 absorb: 8; ADAM17 inh: 1; ADAM10 inh: -2; ASAP1 inh: 1; LEDGF integ inh: -1; Tn7 DDE FP: 9; DDE Tn6 FP inh: -6; KLK7 zymogen act: -0.1; ARFGAP1 inh: 2

What do the screens show for `COc1ccc(CNC(=O)CN(C(=O)c2csnn2)c2cccc(F)c2)cc1`?
PLCg1 inh: 0; TDP2 absorb: 13; ADAM17 inh: -3; ADAM10 inh: -1; ASAP1 inh: 2; LEDGF integ inh: -1; Tn7 DDE FP: 1; DDE Tn6 FP inh: -7; KLK7 zymogen act: 0.4; ARFGAP1 inh: -3

What do the screens show for `O=c1[nH]c2ccc(NC(=S)NCc3ccccc3)cc2[nH]1`?
PLCg1 inh: 0; TDP2 absorb: 2; ADAM17 inh: -5; ADAM10 inh: -7; ASAP1 inh: 7; LEDGF integ inh: -3; Tn7 DDE FP: 1; DDE Tn6 FP inh: -1; KLK7 zymogen act: 0.3; ARFGAP1 inh: 11

What do the screens show for `COC(=O)c1ccc(NC(=O)C2CCN(S(C)(=O)=O)CC2)cc1`?
PLCg1 inh: 2; TDP2 absorb: 6; ADAM17 inh: -2; ADAM10 inh: 0; ASAP1 inh: -1; LEDGF integ inh: 0; Tn7 DDE FP: 1; DDE Tn6 FP inh: 5; KLK7 zymogen act: -0.2; ARFGAP1 inh: -9

Results for Cc1occc1C(=O)NNC(=O)c1ccccc1[N+](=O)[O-] ?
PLCg1 inh: 1; TDP2 absorb: 15; ADAM17 inh: -3; ADAM10 inh: -6; ASAP1 inh: 0; LEDGF integ inh: 1; Tn7 DDE FP: -5; DDE Tn6 FP inh: 5; KLK7 zymogen act: 0.1; ARFGAP1 inh: -5

What do the screens show for `Cc1sc2nc(SC(C)C)nc(N)c2c1C`?
PLCg1 inh: -3; TDP2 absorb: 12; ADAM17 inh: -5; ADAM10 inh: -1; ASAP1 inh: 5; LEDGF integ inh: -2; Tn7 DDE FP: 3; DDE Tn6 FP inh: -2; KLK7 zymogen act: 0.0; ARFGAP1 inh: -3

What do the screens show for `Cc1ccc(S(=O)(=O)N2CCCOC2CNC(=O)C(=O)NC2CCCC2)cc1` (stereo unspecified)?
PLCg1 inh: 7; TDP2 absorb: -13; ADAM17 inh: -48; ADAM10 inh: 0; ASAP1 inh: 10; LEDGF integ inh: 1; Tn7 DDE FP: 1; DDE Tn6 FP inh: -1; KLK7 zymogen act: -0.2; ARFGAP1 inh: 12

Bioassay records from PubChem BioAssay.
